AmpC inh no detg = AmpC beta-lactamase inhibition without detergent. P00811. AID 485341. AmpC nitrocefin hydrolysis, absorbance 480 nm, 0.0001% Triton. hit rate 0.52% among 330,000. Potency, µM (highest dose often 57.1 µM), without a hit: top-dose activity change, negative = inhibition, hits mostly inhibitors;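 note: potency is the fitted concentration of half-maximal effect; plate controls were no compound for no effect and no enzyme for full effect; nearly all actives have a fitted effect of over 20% in size; some results filed as inactive show a strong effect at the top dose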
Target sequence (P00811 whole entry, looked up): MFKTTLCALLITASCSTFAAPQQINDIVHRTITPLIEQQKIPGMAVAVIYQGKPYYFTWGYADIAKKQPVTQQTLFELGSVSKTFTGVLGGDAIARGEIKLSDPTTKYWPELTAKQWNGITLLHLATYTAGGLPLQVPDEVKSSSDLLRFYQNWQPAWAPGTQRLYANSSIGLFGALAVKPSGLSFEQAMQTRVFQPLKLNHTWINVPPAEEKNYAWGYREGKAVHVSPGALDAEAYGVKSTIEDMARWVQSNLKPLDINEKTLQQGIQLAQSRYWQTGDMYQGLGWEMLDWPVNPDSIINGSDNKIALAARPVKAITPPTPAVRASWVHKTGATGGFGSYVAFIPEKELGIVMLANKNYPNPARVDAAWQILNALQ
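AmpC (5.3 nM in the dispensed reagent) in 20 mM phosphate pH 7.0 with 0.01% (detergent screen) or 0.0001% Triton X-100 was preincubated with compounds for 15 min at room temperature. Nitrocefin was then added from an 800 uM solution, and hydrolysis was followed at 480 nm.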
HCV inhibitor = blocks hepatitis C virus | Huh7.5.1 HCVcc-Cre infection, luciferase reporter, 44 h | Potency, µM (top dose mostly 41.8 µM), inactives show at the top dose activity change, negative = inhibition, usual class: inhibitors | hit rate 3.4% among 340,000; note: potency is the fitted concentration of half-maximal effect
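HCVcc-Cre virus at an moi near 0.5 was added right after compound to cells cultured 4 h from seeding (1,000 cells/well). Luciferase activity was determined 44 h later, 15 min after substrate addition at RT.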
Sm TGR inh = S. mansoni TGR enzyme inhibition. Q962Y6. purified TGR, DTNB reduction, TNB absorbance 405 nm. Potency, µM (titrated, usually from 114 µM), for the others: at the top dose activity change, negative = inhibition, hits mostly inhibitors. hit rate 3% among 360,000; note: potency is the fitted concentration of half-maximal effect; nearly all actives have a fitted effect of over 60% in size
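First, TGR (20 nM dispensed) and NADPH were mixed with compound. Second, a 15 min room-temperature incubation followed. Third, further NADPH and then DTNB were added to start the reaction. Finally, TNB absorbance was monitored kinetically.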
Giardia FBPA inh = blocks Giardia fructose-bisphosphate aldolase activity; purified Giardia FBPA; Potency, µM (series often up to 59.6 µM), for the others: at the highest dose activity, negative = inhibition, actives largely listed as inhibitors; hit rate 0.71% among 290,000; AID 2451; note: potency is the fitted concentration of half-maximal effect; nearly all actives have a fitted effect of over 55% in size
Target sequence (A8B2U2 whole entry, looked up): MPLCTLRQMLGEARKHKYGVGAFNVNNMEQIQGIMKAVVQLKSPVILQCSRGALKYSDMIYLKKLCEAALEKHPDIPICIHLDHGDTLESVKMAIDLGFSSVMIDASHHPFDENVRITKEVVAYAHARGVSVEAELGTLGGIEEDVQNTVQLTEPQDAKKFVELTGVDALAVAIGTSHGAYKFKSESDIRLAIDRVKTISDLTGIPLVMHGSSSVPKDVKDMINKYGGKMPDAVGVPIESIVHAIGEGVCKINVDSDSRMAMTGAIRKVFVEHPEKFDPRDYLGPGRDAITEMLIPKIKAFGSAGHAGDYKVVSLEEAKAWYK
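40 nM FBPA preincubated 10 min at RT with compound (up to 57.5 uM final), then substrate plus GAPDH/TPI/NAD/arsenate coupling and diaphorase/resazurin added. Fluorescence read after 20 min at RT, 525/598 nm.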
HCMV antiviral = inhibitors of human cytomegalovirus; activity change, negative = inhibition, % at 57.5 µM; hit rate 4.5% among 410,000; AID 1259415; HFF cells, HCMV-luciferase reporter, 72 h; stronger effect = lower value; in the data active = activity change below about -60%; inconclusive = no clear call, values can overlap the other calls; inactive = above about -39%
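Luciferase read-out from HCMV-luciferase-infected HFFs (MOI 1 PFU/cell) 72 h post infection at 37C; compounds added after 16 h cell attachment; activity normalized between buffer-only basal and Salinomycin (10uM) inhibitor controls.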
AmpC detergent = AmpC beta-lactamase inhibition with detergent present; P00811; AmpC hydrolysis of nitrocefin, absorbance 480 nm, 0.01% Triton; AID 485294; hit rate 0.041% among 370,000; Potency, µM (top dose mostly 114 µM), for the others: at the highest dose activity change, negative = inhibition, hits mostly inhibitors;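 note: potency is the fitted concentration of half-maximal effect; 0% = no-compound wells and -100% = no-enzyme wells; nearly all actives have a fitted effect of over 25% in size; some results filed as inactive show a strong effect at the top dose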
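20 mM phosphate pH 7.0 + 0.01% (detergent screen) or 0.0001% Triton X-100; 5.3 nM AmpC reagent; cpd preinc 15 min RT; nitrocefin (800 uM stock) to start; A480 q20 s × 4 min; Activity was normalised to no-enzyme and no-compound control wells.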
* = called active by the depositor; ? = inconclusive; . = not tested or not shown; & = joins results of further samples; [ ] = dose if it differs, or a comment. Unless noted, calls come from the whole dose curve; as a rule, active = well fitted curve in the direction sought with a large enough effect; inconclusive = small, poorly fitted or top-dose-only effect, or another doubt; inactive = no such curve, though single readings can be large; an effect the other way counts as inactive or inconclusive. Unless noted, % is set by controls: 0 for no effect and ±100 for the full control effect.

SMILES	AmpC inh no detg	HCV inhibitor	Sm TGR inh	Giardia FBPA inh	HCMV antiviral	AmpC detergent
CCOc1ccc(C2C=C(c3ccc(F)cc3)Nc3ncnn32)cc1 (stereo not drawn)	-12%	2%&-6%	28µM*	-20%	49	-7%
NS(=O)(=O)c1ccc(CCNCc2cccnc2)cc1	-16%	12%	-19%	?	3	-13%
CCN(CC)S(=O)(=O)c1ccc(N2CC(C(=O)NC3(C)CCS(=O)(=O)C3)CC2=O)cc1 (stereo not drawn)	-14%	-14%	-2%	.	-5	?
CCCn1c2ccccc2c2cnn(CC(=O)Nc3cccc(C(=O)OCC)c3)c(=O)c21	.	.	-2%	.	-37	12%
C=CCn1cccc(C(=O)Nc2cc(OC)ccc2OC)c1=O	11%	?	-5%	-3%	-26	?
Cc1ccc(S(=O)(=O)NC(CC(=O)O)c2ccccc2)cc1 (stereo not drawn)	-20%	-4%	-10%	1%	10	?
N#CC1(NC(=O)Cn2ncc(Cl)c(Cl)c2=O)CCCCC1	25µM*	4.5µM*	18µM*	.	-14	-13%
CC(C)C[C@@H](C(=O)NC1CC1)N1C(=O)N2CCc3c([nH]c4ccccc34)[C@@]2(C)C1=O	115%[activator]	-29%	2%	-1%	14	6%
COc1ccc(-c2[nH]ncc2N=Nc2cc(C)cc(C)c2)cc1	-12%	2.2µM*	-5%	-8%	10	?
N#CC1(c2ccccc2)CCN(C2CC(=O)N(c3ccc4c(c3)OCO4)C2=O)CC1 (stereo not drawn)	-9%	-4%	.	4%	-24	-3%
Cc1ccc(NC(=O)c2cc(-c3cccc(O)c3)on2)cc1C	-18%	?	-28%	0%	12	-10%
CN(CC(CC(=O)O)c1ccccc1)S(=O)(=O)c1ccc(Br)cc1 (stereo not drawn)	-8%	16%	0%	9%	-29	-12%
N#Cc1ccc(C2=CC(=O)C[C@H](c3ccc4c(c3)OCO4)C2)cc1	-30%	-25%	-2%	.	8	0%
CCNC(=S)NNC(=O)c1ccccc1OC(F)F	-6%	0%	1%	-10%	3	3%
CCOC(=O)c1cnc2cc(C(F)(F)F)ccc2c1Nc1ccc(F)cc1F	.	.	-2%	.	7	3%

By substructure: the entries above containing sulfur.
SMILES	AmpC inh no detg	HCV inhibitor	Sm TGR inh	Giardia FBPA inh	HCMV antiviral	AmpC detergent
NS(=O)(=O)c1ccc(CCNCc2cccnc2)cc1	-16%	12%	-19%	?	3	-13%
CCN(CC)S(=O)(=O)c1ccc(N2CC(C(=O)NC3(C)CCS(=O)(=O)C3)CC2=O)cc1 (stereo not drawn)	-14%	-14%	-2%	.	-5	?
Cc1ccc(S(=O)(=O)NC(CC(=O)O)c2ccccc2)cc1 (stereo not drawn)	-20%	-4%	-10%	1%	10	?
CN(CC(CC(=O)O)c1ccccc1)S(=O)(=O)c1ccc(Br)cc1 (stereo not drawn)	-8%	16%	0%	9%	-29	-12%
CCNC(=S)NNC(=O)c1ccccc1OC(F)F	-6%	0%	1%	-10%	3	3%

Later entries
SMILES	AmpC inh no detg	HCV inhibitor	Sm TGR inh	Giardia FBPA inh	HCMV antiviral	AmpC detergent
COC(=O)c1ccc(=O)n(Cc2ccco2)c1	-21%	33%[activator]	?	-6%	?	-11%
COc1ccc(OC)c2c1sc(=NC(=O)c1ccco1)n2C	-37%	7.9µM*	-24%	0%	-6	?
O=[N+]([O-])c1cc(Br)c(O)c(/C=N/Nc2nnnn2-c2cccc3ccccc23)c1	-52%	10%	0%	7%	2	2%
COc1cc(OC)c(OC)cc1CCC(C)NC(=O)Cc1ccccc1 (stereo not drawn)	25%	?	13%	6%	-40	0%
COCCNC(=O)C(c1cccs1)N(CCc1ccccc1)C(=O)Cn1nnc2ccccc21 (stereo not drawn)	225%[activator]	13%&15%	-7%	22%	-14	?
O=C(COC(=O)c1cccc(S(=O)(=O)NCc2ccccc2)c1)c1ccc2c(c1)OCCO2	-28%	?	-7%	2%	-35	?
Cc1ccc(OC(C)C(=O)NCC2(N3CCOCC3)CCCCC2)cc1C (stereo not drawn)	.	.	6%	.	105	5%
CC(=O)c1ccc(S(=O)(=O)Nc2cccc(-n3cnnn3)c2)cc1	-31%	9%	-4%	-2%	35	-2%
COc1cc(CCC(=O)OCC(=O)NC2CCCC(C)C2C)cc(OC)c1OC (stereo not drawn)	40%	19%	-12%	4%	-1	1%
NNC(=O)c1ccc(CSc2cccc3cccnc23)cc1	-30%[11.4 µM]	5%	-1%	-15%	-1	?
O=c1oc2ccccc2n1CCCOc1ccccc1	?	0%	9%	-4%	4	-14%
COc1ccc(-c2nnn(CC(=O)N(CCO)C(C(=O)NC3CCCC3)c3ccncc3)n2)cc1 (stereo not drawn)	-28%	-15%	6%	0%	-1	-1%
CCc1cccc(CC)c1NC(=O)COC(=O)CCc1cc(OC)c(OC)c(OC)c1	17%	4%	-2%	2%	-13	-13%
C[C@H](/C=C/[C@@]1(O)[C@H](C)C[C@H](O)CC1(C)C)O[C@@H]1O[C@H](CO)[C@@H](O)[C@H](O)[C@H]1O	3%	?	1%	.	20	-11%
CCOC(=O)C1CCCN(C(=O)c2ccc(-c3ccc([N+](=O)[O-])cc3)o2)C1 (stereo not drawn)	-1%	?	6.3µM*	.	-11	-20%
O=C1NC(=O)N(c2ccccc2)C(=O)/C1=C/c1ccc(Sc2ccccc2)o1	-47%	11%	25µM*	6%	.	-6%
O=C(Cc1ccccc1F)Nc1nc(-c2ccc(F)cc2)cs1	-40%	-11%	10%	3%	-14	-10%
CCCCCCC[N+](CC)(CC)CCCCc1ccc(Cl)cc1	79%[activator]	?	-1%	0%[21.7 µM]	-101*	-10%
COc1cccc(/C=N/NC(=O)CC(=O)NCCc2ccccc2)c1OC	-13%	13%	-13%	2%	13	-12%
COCCN(CC(=O)NCc1ccc(OC)cc1)C(=O)CCC(=O)Nc1nccs1	-16%	-3%	0%	0%	?	?
CCCNC(=O)c1ccc2c(c1)ncn2-c1cc(C)cc(C)c1	-8%	-23%	-1%	3%	?	?
CCNC(=S)NNC(=O)c1cc(-c2cc(C)ccc2C)nc2ccccc12	-53%	5%	-10%	4%	61	-5%
CC(C)(C)NS(=O)(=O)c1ccc2c(c1)oc(=O)c1cc(S(=O)(=O)NC(C)(C)C)ccc12	-34%	9%	-28%	3%	26	?
O=C(CSc1nnnn1C1CCCCC1)N1CCN(C(=O)c2ccco2)CC1	-30%	-21%	26%	2%	24	4%
CC(C)CCNc1nc(N)c([N+](=O)[O-])c(NCCO)n1	-20%	-6%	8%	0%	-2	3%
CN(/N=C/c1cccnc1)C1=NS(=O)(=O)c2ccccc21	-1%	-16%	-1%	7%	-24	?
CCOC(=O)N1CCC(Nc2ncnc3c2cnn3-c2ccccc2)CC1	42%	?	-23%	0%	-10	?
COc1cc(C(CN)CC(=O)O)ccc1O (stereo not drawn)	-15%	-12%	-19%	-7%	0	6%
CCOc1ccc(C2C(C(N)=O)=C(C)Nc3ncnn32)cc1OC (stereo not drawn)	-11%	22%	14%	4%	36	2%
O=C(COc1ccc([N+](=O)[O-])cc1)Nc1cc(C(=O)O)cc(C(=O)O)c1	-16%	2%	1%	-1%	-16	-1%
CCN(C[C@H]1N[C@@](CC)(C(=O)OC)[C@H]2C(=O)N(Cc3ccccc3)C(=O)[C@@H]12)S(=O)(=O)c1ccc(OC)cc1	105%[activator]	-11%	.	.	17	.
Cc1ccccc1CS(=O)(=O)c1ccc(C(=O)N2CCC(C)CC2)cc1[N+](=O)[O-]	-13%	14%	89µM*	1%	?	0%
CCOc1cc(NC(=O)c2ccccn2)c(OCC)cc1NC(=O)c1ccccc1	-10%	-4%	1%[57.1 µM]	3%	-64*	-10%
COc1ccc(OC)c(C2C3=C(CCCC3=O)Nc3c2c(=O)n(C)c(=O)n3C)c1 (stereo not drawn)	-6%	7%&29%	-19%	-24%	52	2%
Cc1ccc(C)c(NC(=O)N2CCc3cc(S(=O)(=O)N4CCC(C)CC4)ccc32)c1	.	.	5%	.	17	19%
O=C(Nc1ccc(N2CCOCC2)cc1)c1nc2ccccc2s1	-15%	?	0%	-4%	20	4%
O=C(NCc1ccccc1Cl)c1cnc(N2CCCCC2)c2ccccc12	.	.	10%	.	26	3%
Cc1ccc(/C=C/c2ccc(=O)n(Cc3ccccc3Cl)n2)cc1	37%	?	1%	-5%	11	-8%
CCN(CC)C(=O)Nc1c(C)n(C)n(-c2ccccc2)c1=O	-15%	10%	-7%	-2%	7	0%
Cc1occc1C(=O)N/N=C/c1ccc(OCc2ccccc2)cc1	-40%	?	-1%	-1%	50	-4%
NS(=O)(=O)c1ccc(N2C(=O)C3CC=CCC3C2=O)cc1 (stereo not drawn)	-23%	15%	?	7%	12	-6%
CCC(C(=O)OCC(=O)N(C)c1c(N)n(Cc2ccccc2)c(=O)[nH]c1=O)c1ccccc1 (stereo not drawn)	-14%	11%	2%	.	-15	-15%
CCOCCCN1C(=O)CN(C2CCCCCC2)C(=O)C1c1ccc(OC)cc1 (stereo not drawn)	91%[activator]	1%	-3%	.	-7	?
COc1ccc(C(C#N)N2CCCCC2)cc1OC (stereo not drawn)	-6%	11%	15%[11.4 µM]	0%	2	-5%
CC1(C)C(c2ccccc2)=NC(c2ccc(F)cc2)N1O (stereo not drawn)	-6%	0%	0%	-5%	-1	10%

Record cards, from the list above:
CC1(C)C(c2ccccc2)=NC(c2ccc(F)cc2)N1O (stereo not drawn) as listed: AmpC inh no detg = -6%; HCV inhibitor = 0%; Sm TGR inh = 0%; Giardia FBPA inh = -5%; HCMV antiviral = -1; AmpC detergent = 10%
Cc1ccccc1CS(=O)(=O)c1ccc(C(=O)N2CCC(C)CC2)cc1[N+](=O)[O-] as listed: AmpC inh no detg = -13%; HCV inhibitor = 14%; Sm TGR inh = 89µM*; Giardia FBPA inh = 1%; HCMV antiviral = ?; AmpC detergent = 0%

(next part)
SMILES	AmpC inh no detg	HCV inhibitor	Sm TGR inh	Giardia FBPA inh	HCMV antiviral	AmpC detergent
COc1ccc(CCNC(=O)COC(=O)/C=C/c2cccs2)cc1	-5%	1%	3%	1%	20	8%
CN(C)S(=O)(=O)c1cccc(NC(=O)COC(=O)/C=C/c2ccc3c(c2)OCO3)c1	-49%	3%	5%	2%	45	4%
CCN(c1ccccc1)S(=O)(=O)c1ccc(NC(=O)c2cc(=O)c3c(C)cc(C)cc3o2)cc1	.	.	4%	.	7	18%
CCn1cc(CCC(=O)NC(C)c2ccccc2)c2ccccc21 (stereo not drawn)	3%	?	5%	5%	11	-2%
Cc1ccc(C)c(CNC(=O)CN2C(=O)CSc3ccc(S(=O)(=O)N(C)C)cc32)c1	.	.	7%	.	-1	-5%
CC(=O)N1CCN(C(=O)c2cccc(NS(=O)(=O)c3ccc(Br)cc3)c2)CC1	0%	-4%	-6%	.	-23	?
CC1CC(C)CN(CCCNC(=O)COc2cc(=O)n(C)c3ccccc23)C1 (stereo not drawn)	-14%	-6%	-5%	-6%	117	-4%
CCOc1ccccc1CNC(=O)c1cn(C)c(=O)c2c1c1ccccc1n2C	-30%	-8%	7%	-6%	-27	5%
Cc1ccc(C)c(S(=O)(=O)N2CCN(CC(=O)Nc3sccc3C#N)CC2)c1	-4%	-3%	2%	1%	?	?
CCN(CC)C(=O)C(C(=O)c1cccc([N+](=O)[O-])c1)n1cc(Cl)ccc1=O (stereo not drawn)	-7%	5%	0%	3%	-38	0%

Bioassay records from PubChem.

Hits appear at their usual frequency. Share with any hit: about 9.9%.
